# PLK1 PBD inh – qHTS for Inhibitors of PLK1-PDB (polo-like kinase 1 - polo-box domain): Primary Screen. actives 2.8% (n = 360,000). AID 720504, 2013. Serine/threonine-protein kinase PLK1 (Homo sapiens), P53350. Plk1 PBD binding of FITC phosphopeptide, fluorescence polarization. Potency, µM, for inactives: max response, negative = inhibition, usual class: inhibitors; note: potency is the fitted concentration of half-maximal effect; series mostly up to about 57 µM; % is set by controls: 0 for no effect and ±100 for the full control effect; nearly all actives have a fitted effect of over 65% in size
# Target sequence (P53350 whole entry, looked up, the tested form may be a part): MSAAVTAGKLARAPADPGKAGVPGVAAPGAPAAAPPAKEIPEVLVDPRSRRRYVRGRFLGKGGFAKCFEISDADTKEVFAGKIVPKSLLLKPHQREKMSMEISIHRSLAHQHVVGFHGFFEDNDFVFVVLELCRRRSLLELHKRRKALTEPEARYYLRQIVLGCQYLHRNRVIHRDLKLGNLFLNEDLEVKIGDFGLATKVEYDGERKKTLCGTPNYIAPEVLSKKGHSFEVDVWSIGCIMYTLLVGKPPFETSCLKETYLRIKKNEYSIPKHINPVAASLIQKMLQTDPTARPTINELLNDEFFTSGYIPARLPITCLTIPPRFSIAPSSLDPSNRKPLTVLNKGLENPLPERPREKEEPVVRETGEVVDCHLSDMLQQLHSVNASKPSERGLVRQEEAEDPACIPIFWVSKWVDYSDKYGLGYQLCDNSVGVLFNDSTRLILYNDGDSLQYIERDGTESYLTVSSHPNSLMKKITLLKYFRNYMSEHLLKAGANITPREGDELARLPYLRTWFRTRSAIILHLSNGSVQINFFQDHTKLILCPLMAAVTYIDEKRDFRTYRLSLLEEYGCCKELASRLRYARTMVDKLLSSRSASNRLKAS
# EPAC1 ag – qHTS for Agonist of cAMP-regulated guanine nucleotide exchange factor 3 (EPAC1): primary screen; EPAC1 agonist qHTS, biochemical assay; response scale: 100% = response to 6.5 mM cAMP; Potency, µM (top dose mostly 154 µM), for the others: at the highest dose activation, most hits filed as activators; actives 0.073% (n = 360,000); Rap guanine nucleotide exchange factor 3 (Homo sapiens), O95398; note: potency is the fitted concentration of half-maximal effect; nearly all actives have a fitted effect of over 60% in size
#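 Read-out is the fluorescence drop as BODIPY-GDP leaves Rap1B (480 nm excitation, 540 nm emission), recorded every 5 minutes over 30 minutes. Reactions held 100 nM EPAC1, 250 nM Rap1B–BODIPY-GDP and 50 uM GDP, with 6.5 mM cAMP setting full activation.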
# CCT modulator – High-Throughput Screening for Modulators of Cytosolic Chaperonin Activity | purified chaperonin ATPase assay, HTRF ADP detection, 30 min | activity change, % (no concentration beside the values), hits read low | actives 0.3% (n = 360,000); in the data active = activity change below about -30%; note: % is set by controls: 0 for no effect and ±100 for the full control effect
#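 We incubate TRiC, 40 or 20 nM final, with library compounds at 76 uM and 10 uM ATP for 30 min at 37 °C. ADP formed is detected with Transcreener HTRF reagents after 30 min at room temperature.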
# MmCpn inh – Inhibitors of TCP-1 ring complex (TRiC) of Methanococcus maripaludis (MmCpn): qHTS; Chaperonin Mm-Cpn (Methanococcus maripaludis); Potency, µM (top dose mostly 76.9 µM), inactives show top-dose activity, negative = inhibition, actives largely listed as inhibitors; purified Mm-Cpn ATPase, ADP Transcreener TR-FRET; actives 0.031% (n = 330,000); note: potency is the fitted concentration of half-maximal effect; % is set by controls: 0 for no effect and ±100 for the full control effect; nearly all actives have a fitted effect of over 80% in size
#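 25 nM Mm-CPN + cpd, 10 min 37°C; + 10 uM ATP, 30 min 37°C; buffer 30 mM Tris pH 7.4, 100 mM KCl, 5 mM MgCl2, 1 mM DTT; Transcreener ADP HTRF detection 30 min RT.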
# EPAC2 antag – qHTS for Antagonist of cAMP-regulated guanine nucleotide exchange factor 2 (EPAC2): primary screen; Rap guanine nucleotide exchange factor 4 (Homo sapiens), Q8WZA2; EPAC2 GEF exchange of Rap1B-BODIPY-GDP, fluorescence; Potency, µM (highest dose often 114 µM), without a hit: at the top dose activity, negative = inhibition, hits mostly inhibitors; actives 0.18% (n = 360,000); AID 720708, 2013; note: potency is the fitted concentration of half-maximal effect; % is set by controls: 0 for no effect and ±100 for the full control effect; nearly all actives have a fitted effect of over 45% in size; many of its hits are not listed in these tables
# WRN helicase inh – qHTS for Inhibitors of WRN Helicase | Bifunctional 3'-5' exonuclease/ATP-dependent helicase WRN (Homo sapiens), Q14191 | WRN helicase unwinding, fluorescent forked duplex, kinetic | Potency, µM (series often up to 114 µM), inactives show top-dose activity change, negative = inhibition, most hits filed as inhibitors | actives 0.46% (n = 360,000); note: potency is the fitted concentration of half-maximal effect; % is set by controls: 0 for no effect and ±100 for the full control effect; nearly all actives have a fitted effect of over 55% in size
#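 Screening of the MLSMR collection measured strand separation of a quenched forked DNA duplex (100 nM) by 20 nM WRN with 2 mM ATP, all final. Compounds were preincubated with enzyme 15 min at room temperature.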
# PI5P4Ka inh – qHTS for Inhibitors of phosphatidylinositol 5-phosphate 4-kinase (PI5P4K) | PI5P4Kalpha enzyme, ADP-Glo luminescence, 60 min; stronger effect = lower value | AID 652105, 2013 | Phosphatidylinositol 5-phosphate 4-kinase type-2 alpha (Homo sapiens), P48426 | max response, % | actives 1.2% (n = 330,000); active = max response of -50% or lower; inconclusive = between -30% and -50%; inactive = -30% or higher; note: value at the top dose of about 77 µM; % is set by controls: 0 for no effect and ±100 for the full control effect
#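 qHTS, 1536-well: enzyme/substrate mix, compound by pin tool, 5 microM ATP final; RT 60 min; ADP-Glo reagents 1 (45 min) then 2 (30 min); luminescence.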
# EPAC1 antagonist – qHTS for Antagonist of cAMP-regulated guanine nucleotide exchange factor 3 (EPAC1): primary screen; Potency, µM (top dose mostly 115 µM), for inactives: top-dose activity change, negative = inhibition, most hits filed as inhibitors; AID 720709, 2013; Rap guanine nucleotide exchange factor 3 (Homo sapiens), O95398; EPAC1 GEF assay, Rap1b-BODIPY-GDP exchange fluorescence; actives 0.14% (n = 360,000);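 note: potency is the fitted concentration of half-maximal effect; plate controls were vehicle for no effect and positive control for full effect; nearly all actives have a fitted effect of over 50% in size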
# * = called active by the depositor; ? = inconclusive; . = no result given; [ ] = another dose, or the depositor's remark. Unless noted, calls come from the whole dose curve; as a rule, active = well fitted curve in the direction sought with a large enough effect; inconclusive = small, poorly fitted or top-dose-only effect, or another doubt; inactive = no such curve, though single readings can be large; an effect the other way counts as inactive or inconclusive. The list is partial (hit frequency here may not be typical).
[1] COC(=O)c1cc(NS(=O)(=O)c2ccc(Cl)c(N3C(=O)c4ccc(C(=O)O)cc4C3=O)c2)cc(C(=O)OC)c1
[2] COc1ccc(C2Nc3ccc(Br)cc3C(c3ccccc3)N2CC(=O)O)cc1 (stereo not drawn)
[3] N=c1c(C(=O)NCC2CCCO2)cc2c(=O)n3ccccc3nc2n1Cc1ccccc1 (stereo not drawn)
[4] CCCCCCOc1ccc(C(CC(N)=O)C(=O)O)cc1 (stereo not drawn)
[5] O=C1/C(=C/c2cccc(O)c2)SC(=S)N1CC1CCCO1 (stereo not drawn)
[6] CCn1cc(CN2CCCC(CO)(Cc3ccc(F)cc3)C2)c2ccccc21 (stereo not drawn)

entry no.,1,2,3,4,5,6
PLK1 PBD inh,-4%,-26%,1%,-5%,?,-22%
EPAC1 ag,4%,1%,-5%,-17%,-21%,2%
CCT modulator,-0.4,-4.5,0.9,-0.5,-0.1,2.0
MmCpn inh,0%,1%,-6%,0%,?,-2%
EPAC2 antag,1%,-6%,2%,9%,8%,-2%
WRN helicase inh,-34%,-14%,24%,-7%,0%,14%
PI5P4Ka inh,-5,5,-3,4,3,-4
EPAC1 antagonist,-12%,3%,-4%,-26%,-8%,-15%

[7] Cc1noc(C)c1S(=O)(=O)N1CCC(C(=O)N(C)Cc2ccccc2)CC1
[8] O=C(COC(=O)c1ccccc1)NC12CC3CC(CC(C3)C1)C2
[9] COc1ccc(/C=N/NC(=O)c2cccc(C(=O)N/N=C/c3ccc(OC)c(OC)c3)n2)cc1OC
[10] CCOC(=O)c1ccc(NC(=O)NC(C)C2CCCO2)cc1 (stereo not drawn)
[11] O=C(CC1C(=O)NCCN1Cc1ccccc1C(F)(F)F)NCCN1CCCCC1=O (stereo not drawn)
[12] CCOC(=O)CCCCC(=O)c1[nH]c(=O)[nH]c1CSCCO

entry no.,7,8,9,10,11,12
PLK1 PBD inh,-13%,2%,1%,-8%,2%,-3%
EPAC1 ag,0%,7%,8%,6%,2%,11%
CCT modulator,-0.5,-3.2,-0.5,-7.7,-4.0,0.5
MmCpn inh,2%,-7%,-1%,4%,-1%,0%
EPAC2 antag,2%,-5%,11%,-3%,6%,-3%
WRN helicase inh,4%,1%,2%,3%,-3%,-9%
PI5P4Ka inh,0,-18,-1,.,0,.
EPAC1 antagonist,0%,3%,-13%,5%,-4%,13%

[13] COc1ccc(COc2cccc(C=O)c2)cc1
[14] CCOC(=O)c1ccc2c(c1)N(CC(=O)N1CCCC1)C(=O)C(C)(C)O2
[15] CCN(C[C@H]1N[C@@](Cc2ccccc2)(C(=O)OC)[C@H]2C(=O)N(Cc3ccccc3)C(=O)[C@@H]12)C(=O)c1ccc(C)cc1
[16] Cc1cccc(-n2nnc(C(=O)N3CCc4ccccc4C3)c2N)c1
[17] Cc1nc(CN2CCC(c3ccccc3)CC2)cc(=O)[nH]1
[18] Cc1c(C(=O)NCc2ccccc2C(F)(F)F)sc(=O)n1Cc1ccc(Cl)c(Cl)c1

entry no.,13,14,15,16,17,18
PLK1 PBD inh,-4%,-3%,-7%,-5%,21µM*,-5%
EPAC1 ag,-22%,-5%,15%,21%,-4%,3%
CCT modulator,-0.9,0.1,0.8,0.0,-0.1,0.3
MmCpn inh,0%,1%,0%,1%,3%,.
EPAC2 antag,2%,16%,10%,-2%,3%,-4%
WRN helicase inh,-1%,-9%,-3%,-9%,8%,-1%[57.1 µM]
PI5P4Ka inh,-7,.,5,-3,3,18
EPAC1 antagonist,-14%,13%,-8%,-11%,0%,-7%

[19] CCc1cc(=O)oc2cc(C)cc(OCC(=O)N3CCC[C@@H]3C(=O)O)c12
[20] Cc1ccccc1OCCC(=O)NNC(=O)COc1cccc(F)c1
[21] O=C(Cc1ccccc1)Nc1nnc(-c2ccco2)o1
[22] CCOC(=O)C1CCCN(S(=O)(=O)c2c(C)noc2C)C1 (stereo not drawn)
[23] CC1CN(c2nc3c(c(=O)[nH]c(=O)n3C)n2Cc2ccccc2F)CC(C)O1 (stereo not drawn)
[24] CCOC(=O)C1=C(C)NC(=O)NC1c1ccc(OCC(=O)OC)c(OC)c1 (stereo not drawn)

entry no.,19,20,21,22,23,24
PLK1 PBD inh,-4%,-10%,-12%,3%,-1%,1%
EPAC1 ag,-14%,0%,5%,-1%,7%,4%
CCT modulator,1.6,-2.2,-3.3,-3.2,-1.6,0.2
MmCpn inh,-3%,0%,0%,-2%,0%,0%
EPAC2 antag,-3%,-3%,-1%,8%,3%,2%
WRN helicase inh,0%,-36%,-11%,-2%,5%,-8%
PI5P4Ka inh,0,0,4,2,.,-1
EPAC1 antagonist,6%,5%,-12%,7%,3%,-2%

[25] COc1ccc(N(CC(=O)NC2CCS(=O)(=O)C2)S(=O)(=O)c2ccc(Cl)c(Cl)c2)cc1 (stereo not drawn)
[26] O=C1[C@H]2[C@@H](c3ccccc3)N[C@]3(CCCN(CC4CCCCC4)C3=O)[C@H]2C(=O)N1Cc1ccccc1
[27] Cc1c(C(=O)N2CCN(c3ccccn3)CC2)sc2ncnc(N3CCN(c4ccccc4)CC3)c12
[28] CCOC(=O)c1c(NC(=O)CSc2nnc(-c3ccco3)o2)sc(C(C)=O)c1C

entry no.,25,26,27,28
PLK1 PBD inh,-3%,-21%,-10%,14%
EPAC1 ag,4%,-1%,-1%,-4%
CCT modulator,0.1,-1.2,-2.3,-60*
MmCpn inh,2%,.,.,.
EPAC2 antag,3%,-4%,10%,-1%
WRN helicase inh,-4%,5%,1%,-26%[57.1 µM]
PI5P4Ka inh,7,0,-2,2
EPAC1 antagonist,3%,-11%,-9%,4%

# Some of these compounds in order of length of the SMILES, descending.
[26] O=C1[C@H]2[C@@H](c3ccccc3)N[C@]3(CCCN(CC4CCCCC4)C3=O)[C@H]2C(=O)N1Cc1ccccc1
[25] COc1ccc(N(CC(=O)NC2CCS(=O)(=O)C2)S(=O)(=O)c2ccc(Cl)c(Cl)c2)cc1 (stereo not drawn)
[27] Cc1c(C(=O)N2CCN(c3ccccn3)CC2)sc2ncnc(N3CCN(c4ccccc4)CC3)c12
[28] CCOC(=O)c1c(NC(=O)CSc2nnc(-c3ccco3)o2)sc(C(C)=O)c1C
[19] CCc1cc(=O)oc2cc(C)cc(OCC(=O)N3CCC[C@@H]3C(=O)O)c12
[24] CCOC(=O)C1=C(C)NC(=O)NC1c1ccc(OCC(=O)OC)c(OC)c1 (stereo not drawn)
[16] Cc1cccc(-n2nnc(C(=O)N3CCc4ccccc4C3)c2N)c1
[22] CCOC(=O)C1CCCN(S(=O)(=O)c2c(C)noc2C)C1 (stereo not drawn)

entry no.,26,25,27,28,19,24,16,22
PLK1 PBD inh,-21%,-3%,-10%,14%,-4%,1%,-5%,3%
EPAC1 ag,-1%,4%,-1%,-4%,-14%,4%,21%,-1%
CCT modulator,-1.2,0.1,-2.3,-60*,1.6,0.2,0.0,-3.2
MmCpn inh,.,2%,.,.,-3%,0%,1%,-2%
EPAC2 antag,-4%,3%,10%,-1%,-3%,2%,-2%,8%
WRN helicase inh,5%,-4%,1%,-26%[57.1 µM],0%,-8%,-9%,-2%
PI5P4Ka inh,0,7,-2,2,0,-1,-3,2
EPAC1 antagonist,-11%,3%,-9%,4%,6%,-2%,-11%,7%

[20] Cc1ccccc1OCCC(=O)NNC(=O)COc1cccc(F)c1
[21] O=C(Cc1ccccc1)Nc1nnc(-c2ccco2)o1

entry no.,20,21
PLK1 PBD inh,-10%,-12%
EPAC1 ag,0%,5%
CCT modulator,-2.2,-3.3
MmCpn inh,0%,0%
EPAC2 antag,-3%,-1%
WRN helicase inh,-36%,-11%
PI5P4Ka inh,0,4
EPAC1 antagonist,5%,-12%

# Screening results deposited in PubChem BioAssay by National Center for Advancing Translational Sciences (NCATS).
